IEC-6 cytotox = IEC-6 cytotoxicity, counter-screen for KLF5 inhibitors; luminescence viability; inhibition, % at 5 µM; 0.78% of 290,000 active; AID 1825; in the data active = inhibition above about 22%;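 also: 0% = plate median of test compound wells and 100% = cytotoxic reference compound wells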
KLF5 inh = kruppel-like factor 5 inhibition; DLD-1 KLF5 promoter-luciferase reporter, luminescence; inhibition, % at 5 µM; 0.23% of 290,000 active; AID 1700;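 active = inhibition above a per-plate limit of that plate's mean compound inhibition plus 3 SD, cut at about 60% in these data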;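 also: 0% = DMSO wells and 100% = LY294002 at 200 µM; higher means less KLF5 promoter-driven luciferase light; inactives centre near -14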
HSP90 refold inh = blocks HSP90-mediated luciferase refolding in reticulocyte lysate. AID 1789. inhibition, % at 5.6 µM. 0.91% of 290,000 active. Rabbit reticulocyte lysate, luciferase refolding luminescence, 3 h;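 active = inhibition above the screen-wide mean plus 3 SD, computed separately per campaign, cut at about 16% in these data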;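 also: 0% = DMSO wells and 100% = 60 µM geldanamycin wells; inhibitors lower the luminescence because luciferase stays unfolded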
aSyn 5UTR inh = MLPCN primary screen, SNCA 5' untranslated region | inhibition, % (tested at 7.5 µM) | AID 1813 | 0.82% of 300,000 active | alpha-synuclein 5'UTR reporter, inhibitor activity; in the data active = inhibition above about 60%;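 also: H4 neuroglioblastoma cells stably carrying SNCA 5'UTR luciferase fusion; 0% = DMSO wells and 100% = positive control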
HSF1 inhib = HSF1 inhibition; NIH3T3-HGL HSE-luciferase, MG132-induced, luminescence 8 h; active compounds read low; 0.77% of 300,000 active; activity change, negative = inhibition, % at 7.5 µM (by protocol);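 active = more than half of replicate wells show activity change below -50%, luminescence cut by over half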;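 also: luciferase reports HSF-1 transcriptional activity via heat shock element; 0% = median of DMSO wells and -100% = zero luminescence signal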
GSK3B inh = inhibitors of human GSK3beta kinase | P49841 | GST-GSK3beta kinase, ADP-Glo luminescence, 60 min; active compounds read low | activity score (negative = inhibition), % at 10 µM | 0.038% of 300,000 active;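 active = more than half of replicate wells score below -50%, meaning over 50% inhibition versus plate controls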;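 also: 0% = median DMSO wells and -100% = median GW8510 positive control wells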
Target sequence (P49841 whole entry, looked up): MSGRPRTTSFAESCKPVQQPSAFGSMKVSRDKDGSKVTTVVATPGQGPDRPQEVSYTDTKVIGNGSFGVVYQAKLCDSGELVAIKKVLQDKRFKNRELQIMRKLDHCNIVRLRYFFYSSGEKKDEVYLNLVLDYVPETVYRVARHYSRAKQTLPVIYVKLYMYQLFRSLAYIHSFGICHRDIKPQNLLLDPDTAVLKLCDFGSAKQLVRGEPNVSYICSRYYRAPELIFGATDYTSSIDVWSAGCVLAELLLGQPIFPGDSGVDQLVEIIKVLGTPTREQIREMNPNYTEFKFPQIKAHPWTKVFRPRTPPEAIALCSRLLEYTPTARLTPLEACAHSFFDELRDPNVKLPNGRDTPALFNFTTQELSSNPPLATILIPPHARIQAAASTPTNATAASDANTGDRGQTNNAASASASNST
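test system = GST-tagged human GSK3beta kinase, cell-free | reagent = 25 µM ATP with peptide substrate | dosing = one dose of 10 µM per compound | schedule = 60 min reaction, RT | detection = luminescent ADP-Glo measurement of ADP formed | control set = DMSO neutral wells and GW8510 at 20 µM as positive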
Platelet DG rel = platelet dense granule release activity; human platelet-rich plasma, SFLLRN dense granule ATP release, luminescence; inhibition, %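 (compounds screened at 7.5 µM in platelet-rich plasma)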; 0.22% of 300,000 active;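 active = mean replicate score, as percent of positive control, at or above 50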
GSK3A inh = inhibitors of human GSK-3 alpha kinase; inhibition, % at 10 µM; ADP-Glo luminescence, 60 min; 0.1% of 320,000 active;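 in the data active = inhibition above about 50%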;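 also: GST-tagged GSK-3 alpha with peptide substrate and 25 µM ATP; 0% = DMSO neutral wells and 100% = GW8510 positive control wells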
Target sequence (P49840 whole entry, looked up): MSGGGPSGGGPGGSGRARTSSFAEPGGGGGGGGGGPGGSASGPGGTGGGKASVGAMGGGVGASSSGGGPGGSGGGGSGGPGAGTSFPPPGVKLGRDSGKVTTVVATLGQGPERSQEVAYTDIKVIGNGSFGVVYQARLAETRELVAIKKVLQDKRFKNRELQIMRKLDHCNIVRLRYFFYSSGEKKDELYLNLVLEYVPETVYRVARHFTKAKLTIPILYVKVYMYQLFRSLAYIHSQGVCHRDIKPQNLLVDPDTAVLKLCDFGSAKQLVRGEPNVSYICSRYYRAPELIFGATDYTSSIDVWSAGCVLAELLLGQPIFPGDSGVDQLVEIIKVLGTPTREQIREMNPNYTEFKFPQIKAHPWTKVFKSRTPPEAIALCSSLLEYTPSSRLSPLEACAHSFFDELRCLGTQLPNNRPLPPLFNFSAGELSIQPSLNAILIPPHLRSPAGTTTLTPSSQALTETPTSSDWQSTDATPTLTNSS
HSF-1 act = increases HSF-1 driven luciferase reporter signal. NIH3T3-HGL HSF-1 luciferase reporter, MG132, 8 h; 100% = twice DMSO control signal. activation, % at 9 µM. 1.7% of 300,000 active;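 active = mean replicate activation of at least 50% with a set share of replicates each reaching 50%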;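 also: 0% = median of the neutral control wells and 100% = twice that signal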
Dyrk1A ADPGlo = blocks rat Dyrk1A kinase activity. 0.43% of 310,000 active. Q63470. ADP-Glo luminescence, NFATc1 peptide. inhibition, % at 12.5 µM; in the data active = inhibition above about 50%;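 also: plate controls were vehicle with enzyme for no effect and no enzyme for full effect; many of its hits are not listed in these tables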
* = called active by the depositor; nt = not tested or not shown.

SMILES	IEC-6 cytotox	KLF5 inh	HSP90 refold inh	aSyn 5UTR inh	HSF1 inhib	GSK3B inh	Platelet DG rel	GSK3A inh	HSF-1 act	Dyrk1A ADPGlo
Cc1ccc(NC(=O)COC(=O)Cn2c(C)csc2=O)cc1C	-7.0	-30.5	-3.8	1.5	-7.1	5.2	4.8	1.4	-2.0	1.7
Brc1cccc(CNc2nc3ccccc3n2CCN2CCCCC2)c1	4.9	12.8	-3.5	-9.0	10.8	-0.2	-1.8	-9.0	19.0	nt
O=C(Nn1cnc2ccccc2c1=O)c1ccc([N+](=O)[O-])cc1	2.3	7.1	0.5	-0.7	-2.4	-0.8	-8.7	-1.2	13.8	-1.7
Cc1cccc(CN2CCC(Oc3ccc(C(=O)N4CCCC4)cc3)CC2)n1	-5.1	-23.9	1.3	2.6	-7.6	1.8	8.5	-1.8	2.8	-0.9
CCn1cc(CNC(=O)c2ccc(C)s2)cn1	2.1	-0.8	2.0	9.5	1.0	-1.3	7.3	-5.6	2.7	0.0
CCOc1ccc(NC(=O)CN(C)C(=O)c2ccc(COc3ccccc3)o2)cc1OCC	nt	nt	nt	21.4	-2.6	1.0	12.1	-3.7	3.9	nt
On1c(-c2ccccc2)nc2ccc(Cl)cc21	-5.5	-84.8	-1.9	-149.4	32.2	-0.3	1.0	1.5	54.3*	-2.4
CC(=O)Nc1ccc(NC(=O)c2c(-c3ccccc3Cl)noc2C)cc1	-8.1	-1.2	-4.8	-11.7	6.6	0.4	-5.5	-2.0	41.7	-1.3
CC(C)NS(=O)(=O)c1ccc(OCC(=O)Nc2ccc(F)cc2)cc1	-4.9	7.7	-2.3	9.7	-0.8	-1.8	-9.7	0.2	11.7	-1.7
CCOC(=O)c1ccc2ncc(C(=O)OCC)c(Nc3ccc(N4CCOCC4)cc3)c2c1	0.4	-14.4	-2.4	28.1	4.5	-15.6	-11.0	23.7	14.3	65.2*
COc1ccc(-c2[nH]ncc2C2N=C(N)Nc3nc4ccccc4n32)cc1 (stereo not drawn)	-3.2	-47.9	-0.9	21.9	-8.1	-6.1	-7.9	2.4	4.6	nt
C=CCNC(=S)Nc1cc(S(=O)(=O)N2CCOCC2)ccc1-n1cncn1	-2.2	-0.7	-2.3	7.0	2.8	3.2	8.8	-1.6	-2.1	-0.6
Cn1c(=O)c2c(ncn2CCOc2ccc(Br)cc2)n(C)c1=O	11.8	15.4	3.4	15.6	1.0	-3.1	12.2	1.7	21.4	-5.4
Cc1onc(-c2c(F)cccc2Cl)c1C(=O)NC(=S)Nc1c(C)n(C)n(-c2ccccc2)c1=O	1.4	-1.8	3.7	-13.5	-9.9	0.1	0.4	-3.0	-3.0	-4.6
Cc1ccc(C)c(OCC(O)CN2CCc3ccccc3C2)c1C (stereo not drawn)	3.4	8.4	0.0	19.2	-11.3	-3.8	2.0	-1.8	-14.7	5.4
COC(=O)c1ccc(/C=C/C(=O)c2ccc(OC)c(OC)c2)cc1	-0.7	-0.1	2.2	-18.4	4.5	3.2	5.4	0.6	5.5	2.1
CC1CCN(c2cc(C#N)c(C#N)cc2[N+](=O)[O-])CC1	1.3	-2.0	4.9	-4.3	0.1	2.8	-0.8	-0.3	27.0	-2.7
CCC1(c2ccccc2)NC(=O)N(CC(=O)Nc2ccccc2C(=O)NC2CC2)C1=O (stereo not drawn)	nt	nt	nt	5.4	-0.9	5.9	-7.7	0.2	-9.8	-2.8
CC1(c2nnc(-c3cccc(Cl)c3)o2)CC(c2ccccc2)=NO1 (stereo not drawn)	nt	nt	nt	-5.2	-0.5	-3.1	-2.6	3.2	-4.8	7.1
COc1ccc(CN2CCN(c3nc4ccccc4s3)CC2)cc1	2.1	-19.3	-5.7	-69.4	2.0	-0.9	-7.2	nt	12.4	2.0
Cc1ccc(N(CC(=O)NCc2ccco2)C(=O)CCC(=O)Nc2nccs2)cc1	0.6	-8.8	9.5	20.3	-2.1	2.4	-1.0	-2.1	-24.9	-2.6
COc1ccc(Cc2nc3ccc(C(=O)N4CCCC4)cc3o2)cc1OC	0.3	-26.3	-6.3	-20.4	-3.8	8.0	-0.8	-2.7	5.3	-0.9
O=c1[nH]c2cc3c(cc2cc1C(c1nnnn1CC1CCCO1)N1CCCCCC1)OCCO3 (stereo not drawn)	12.3	-10.3	2.9	5.8	-7.3	4.9	-2.5	3.1	-24.3	-9.1
O=C(COC(=O)c1ccccc1O)Nc1ncc(Cl)cc1Cl	-3.5	-0.3	-1.9	-10.2	-2.6	0.7	3.1	nt	7.6	nt
Cc1cccc(C)c1NC(=S)NNc1ncc(C(F)(F)F)cc1Cl	-3.4	-31.9	0.6	5.4	1.5	1.1	nt	0.3	11.3	-6.2
N#C/C(=C/c1ccc(OCc2ccc(C(=O)O)cc2)cc1)C(=O)Nc1ccccc1	3.1	-2.7	3.1	-24.3	-1.1	0.3	-0.9	-0.3	10.6	-1.0
Cc1cnc(Nc2nc3ccccc3o2)nc1C(=O)Nc1cccc(C(F)(F)F)c1	1.2	-15.4	0.0	-66.5	-13.1	2.0	-1.3	1.2	-15.1	4.6
O=C(c1ccccc1F)N1CCN(c2ccc([N+](=O)[O-])c(NCC3CCCO3)c2)CC1 (stereo not drawn)	-4.3	7.9	-0.9	4.6	5.7	0.0	-3.9	nt	6.4	3.7
CNS(=O)(=O)c1cc(NC(=O)c2cncn2-c2ccccc2)ccc1C	-9.7	16.9	2.5	-2.6	-7.2	-2.7	10.3	1.1	-11.1	0.4
O=C1CN(C(=O)CNCc2cccc(Cl)c2)c2ccccc2N1	-2.0	-4.5	-0.9	-3.2	2.7	-4.7	0.2	-0.9	7.7	0.3
FC(F)(F)c1cccc(CNC2c3ccccc3-c3ccccc32)c1	-3.1	-26.4	4.3	8.1	-2.9	0.7	-3.1	-2.1	4.2	0.4
Cn1cccc1Cc1nnc(SCC(=O)N2CCc3ccccc32)n1-c1ccc(F)cc1	0.6	-15.6	-5.0	23.9	9.0	1.8	2.0	-2.9	25.7	1.4
COc1ccc(OCCC(=O)N2CCCCC2)cc1	-2.4	-39.0	1.3	-63.2	7.4	0.5	5.1	-5.9	4.9	-4.4
CCc1nc(SCc2ccccn2)[nH]c(=O)c1C	2.9	-0.4	1.0	15.3	7.7	-1.7	11.6	0.4	4.6	-2.2
COC(=O)c1c(-c2ccc(F)cc2)csc1NC(=O)C1CCCO1 (stereo not drawn)	-5.6	-71.9	-2.3	-84.8	8.6	0.6	-6.5	-0.7	28.6	8.8
O=C(c1ccc(F)cc1F)N1CCN(c2ccccn2)CC1	1.4	-34.6	1.8	17.0	-1.2	0.1	-43.5	-0.3	-11.0	1.1
COc1cc(C(O)c2nc3ccccc3n2C)cc(OC)c1OC (stereo not drawn)	-4.7	-40.2	-1.4	9.3	-0.1	3.1	13.8	0.7	1.6	-0.2
Nc1ncnc2c1ncn2CCN1CCOCC1	-1.0	1.0	2.8	-21.5	10.0	-2.3	-2.4	-3.6	37.4	-1.5
O=C(CSc1ccc(-c2ccc(Br)cc2)nn1)NC1CCCC1	-0.8	-3.1	-0.6	-13.9	6.3	0.3	-1.7	0.0	16.1	-0.8
CCC(Sc1nc2cc(OC)c(OC)cc2c(=O)n1Cc1ccco1)C(=O)NCCOC (stereo not drawn)	2.7	0.4	0.4	8.1	1.2	-2.1	-6.2	0.1	3.9	0.7

Part of the list above, showing only GSK3A inh, HSF-1 act and HSF1 inhib.
| SMILES | GSK3A inh | HSF-1 act | HSF1 inhib |
| --- | --- | --- | --- |
| O=C1CN(C(=O)CNCc2cccc(Cl)c2)c2ccccc2N1 | -0.9 | 7.7 | 2.7 |
| FC(F)(F)c1cccc(CNC2c3ccccc3-c3ccccc32)c1 | -2.1 | 4.2 | -2.9 |

(list continues)
SMILES	IEC-6 cytotox	KLF5 inh	HSP90 refold inh	aSyn 5UTR inh	HSF1 inhib	GSK3B inh	Platelet DG rel	GSK3A inh	HSF-1 act	Dyrk1A ADPGlo
O=C(CSc1cn[nH]n1)Nc1cccc(C(F)(F)F)c1	-0.7	5.2	-0.2	-0.6	1.9	-0.2	16.0	-0.9	-11.1	2.9
O=C(Nc1cc(C(F)(F)F)ccc1N1CCOCC1)c1ccccc1F	3.3	13.9	0.9	17.6	-13.3	-3.3	3.3	-0.9	-0.5	6.0
CC1CN(C(=O)c2ccc3c(c2)OCO3)OC(c2ccccc2)O1 (stereo not drawn)	-1.4	-23.1	-2.2	11.5	-6.0	-0.3	-27.7	-3.9	25.0	-3.4
CCOC(=O)c1cc2sccc2n1CC(=O)Nc1ccc(OC)cc1OC	0.9	-5.4	-1.1	19.0	5.1	5.8	-1.1	-3.0	14.8	8.0
O=C(COc1ccccc1Br)NC1CCCC1	4.4	-41.9	0.8	-49.4	nt	-2.9	-6.8	nt	nt	-0.3
CC(C)(C)CC(=O)NCc1ccc(F)cc1	-9.3	-9.1	1.2	3.8	0.8	-1.4	-4.6	4.4	1.1	-3.1
CCCCCCCCNC(=O)CCNC(=O)c1ccc(C(C)(C)C)cc1	-0.3	9.3	-1.8	2.0	7.2	2.3	-4.1	-2.1	19.4	2.4
CC(=O)C1C(c2ccc(Br)cc2)c2c(noc2C)CC1(C)O (stereo not drawn)	6.2	-1.8	3.2	3.0	-2.2	-3.2	-4.6	-3.7	10.6	11.1
CCOCCSc1nc2c(c(-c3cccs3)c1C#N)CC/C2=C/c1cccs1	-2.5	-21.7	-3.1	18.7	-0.6	0.5	10.7	0.7	20.0	-6.9
CC1=NNC(=O)C1CC(=O)N/N=C/C(C)=C/c1ccccc1 (stereo not drawn)	-3.4	-21.0	-1.2	-10.6	7.4	0.6	-8.7	nt	31.1	1.3
O=C(CCc1ccccc1)NC(NC(=S)Nc1ccc(Cl)cc1)C(Cl)(Cl)Cl (stereo not drawn)	1.1	7.9	-0.2	-13.7	-1.8	-1.2	-2.0	0.5	-23.4	-0.2
COc1ccc(-c2cc(C(=O)N/N=C/c3ccc4c(c3)OCO4)c3ccccc3n2)c(OC)c1	-0.5	4.8	3.1	31.6	1.6	1.6	18.4	0.7	2.2	-1.6
Cc1ccc(C2(C)NC(=O)N(CCOc3ccccc3)C2=O)cc1 (stereo not drawn)	2.7	-12.3	-0.7	-20.2	8.8	2.2	-4.3	nt	19.0	2.6
CCC(=O)N1CCc2cc(S(=O)(=O)NCCC(=O)Nc3cc(C)cc(C)c3)ccc21	0.0	0.5	-0.2	-29.6	2.3	5.3	-4.0	-0.4	-12.7	-1.6
CCOC(=O)c1oc2ccccc2c1NC(=O)c1ccco1	14.5	9.8	2.5	24.7	-10.2	4.9	9.5	-0.3	-8.9	2.1
O=C(Nc1ccccc1)c1ccc(NCCN2CCOCC2)c(S(=O)(=O)N2CCOCC2)c1	-1.2	-47.0	3.9	18.0	-2.0	-4.2	2.1	-0.6	42.0	7.7
O=C(CCS(=O)(=O)c1ccc2c(c1)NC(=O)CS2)NCCc1ccc(Cl)cc1	2.3	-28.6	-1.6	7.6	12.4	0.9	2.4	0.0	22.4	6.6
O=C(N1CCOCC1)N1CCC(c2nc(-c3ccc(S(=O)(=O)N4CCOCC4)cc3)no2)CC1	0.2	-9.5	3.7	24.8	-2.1	-6.3	-0.5	-5.5	3.3	-2.4

An excerpt (hit frequency here may not be typical).
